Assay outcomes as filed in PubChem BioAssay.
NR2E3 ag-1 – activates human photoreceptor nuclear receptor NR2E3; Q9Y5X4; GST-NR2E3/biotin-RetCOR TR-FRET, 1536-well; inhibition of corepressor binding, % at 4.78 µM; actives 0.12% (n = 320,000); AID 2300;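 active means percent inhibition above the cutoff of mean plus 3 SD of all tested compounds, set per screening campaign, cut at about 20% in these data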;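 further: 0% = DMSO wells and 100% = biotin wells as full block of FRET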
Target sequence (Q9Y5X4 whole entry, looked up): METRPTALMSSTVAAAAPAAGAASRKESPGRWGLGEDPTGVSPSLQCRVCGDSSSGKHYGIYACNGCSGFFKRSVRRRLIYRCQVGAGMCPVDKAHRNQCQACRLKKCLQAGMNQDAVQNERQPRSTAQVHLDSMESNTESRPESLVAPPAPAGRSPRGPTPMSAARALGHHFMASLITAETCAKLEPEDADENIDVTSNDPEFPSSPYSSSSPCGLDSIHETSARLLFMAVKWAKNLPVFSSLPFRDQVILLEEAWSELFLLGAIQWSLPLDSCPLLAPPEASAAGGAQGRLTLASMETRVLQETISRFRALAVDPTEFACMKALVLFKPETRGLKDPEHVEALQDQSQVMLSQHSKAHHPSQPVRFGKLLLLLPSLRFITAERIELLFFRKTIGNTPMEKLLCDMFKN
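system = GST-tagged NR2E3 plus biotinylated RetCOR corepressor | input = 1.35 nM GST-NR2E3 | also added = 7 nM biotin-RetCOR | schedule = 5 h incubation at 4 °C | measured by = TR-FRET with europium anti-GST and streptavidin-D2, 340 nm excitation | read-out = percent loss of FRET ratio relative to control wells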
Peg3 promoter – inhibitors of Peg3 promoter. inhibition, % at 20 µM. AID 588405. actives 1.7% (n = 360,000). HeLa PEG-Prom luciferase reporter, luminescence, overnight;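 active means inhibition of at least 50% at 20 µM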
HIF-2a block – HIF-2a inhibition; 786-0 RCC cells HIF-2a reporter, luciferase luminescence, overnight; inhibition, % at 18.8 µM; actives 0.72% (n = 360,000); AID 624352;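 active means inhibition of the luminescence signal of 40% or more relative to plate controls, in a single-dose primary screen at 18.75 µM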
Shn3 inh set2 – reduces Shn3 3'UTR luciferase signal in osteoblasts | Clone20 osteoblast Shn3 3'UTR firefly luciferase, 24 h | inhibition, % at 12.5 µM | actives 0.52% (n = 360,000) | AID 588674;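 active means mean inhibition of at least 75% with every replicate also reaching 75%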;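 further: 0% = median of neutral control wells and 100% = pilot-screen positive control compound; some compounds past the cut are filed as inactive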
NR2E3 ag-2 – human photoreceptor-specific nuclear receptor agonism; actives 0.35% (n = 360,000); CHO-S Gal4-NCOR/VP16-NR2E3 two-hybrid, luciferase; inhibition of corepressor binding, % at 3.98 µM; Q9Y5X4; AID 602229;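 active means inhibition above the mean of all tested compounds plus 3 SD, cut at about 70% in these data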;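 further: 0% = DMSO with NR2E3 transfected cells and 100% = cells lacking NR2E3 construct; higher means lower luciferase signal from less NR2E3 corepressor binding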
TWEAK-Fn14 inh – TWEAK-Fn14 signaling inhibition; TWEAK-stimulated Fn14 reporter cells, luciferase luminescence, 8 h; inhibition, % at 10 µM; actives 2% (n = 360,000); AID 1159606; in the data active means inhibition above about 50%
TRAIL sens C8 – sensitizes caspase-8 expressing cells to TRAIL. NB7+C8 cells + TRAIL, ATPlite viability luminescence. actives 1% (n = 360,000). inhibition (viability loss, TRAIL sensitization), % at 10 µM;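 active means compounds causing at least 50% loss of cell viability in the single-dose screen, relative to plate controls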
MITF TRPM1 inh – inhibitors of MITF-driven TRPM1 promoter in melanoma cells; SK-MEL-5 TRPM1 promoter luciferase, 24 h; inhibition, % at 12.5 µM; actives 0.83% (n = 330,000); AID 488899;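 active means mean inhibition across replicates of 60% or more, whatever share of single replicates reaches that level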; further: values of inactives mirror those of a sister screen read the other way
CF NFkB block – cystic fibrosis NF-kB activation inhibition; KKLEB NF-kB-GFP reporter, PAF-induced, GFP fluorescence overnight; inhibition, % at 5 µM; actives 0.86% (n = 360,000);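 active means at least 50% inhibition at 5 µM, scaled per plate between neutral and stimulator controls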;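 further: PAF is a Pseudomonas aeruginosa culture filtrate used as stimulus; plate controls were PAF-stimulated DMSO wells for no effect and unstimulated DMSO wells for full effect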
TROY signal inh – blocks TROY-dependent signaling in reporter cells; Q293 LMP1-TROYcd NF-kB luciferase reporter, 4 h; inhibition, % at 10 µM; actives 0.98% (n = 360,000); AID 1347056;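 active means compounds whose plate-normalised and pattern-corrected inhibition of the luciferase reporter signal at the single screening dose is 50% or more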
KKLEB tox – reduces viability of KKLEB cystic fibrosis airway cells | actives 0.36% (n = 360,000) | KKLEB CF airway cells viability, ATPlite luminescence, overnight; stronger effect = lower value; cells stimulated with P. aeruginosa culture filtrate | activity change (cytotoxicity), % at 5 µM;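 active means corrected activity change at or below -50% at 5 µM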
An asterisk follows results filed as active; i = inactive; . = not tested or not shown. This is a subset; rates above refer to the full screens.

smiles	NR2E3 ag-1	Peg3 promoter	HIF-2a block	Shn3 inh set2	NR2E3 ag-2	TWEAK-Fn14 inh	TRAIL sens C8	MITF TRPM1 inh	CF NFkB block	TROY signal inh	KKLEB tox
CC(NC(=O)C1(S(=O)(=O)c2ccc(Cl)cc2)CC1)c1ccccc1 (stereo not drawn)	-1	7	19	28	4	14	2	3	5	-28	11
COc1ccc(NC(=O)CN(C)S(=O)(=O)c2ccc3c(c2)CC(C)N3C(C)=O)cc1OC (stereo not drawn)	3	7	23	18	-10	-3	-14	21	-4	10	1
CC(=O)c1ccccc1OCCOCCOc1ccccc1C(C)=O	-1	7	20	32	-21	6	-12	10	7	4	0
CCCC(=O)N(Cc1cccnc1)c1nc2c(OC)ccc(Cl)c2s1	2	10	4	11	14	-2	6	0	-3	3	-12
O=C(Cc1ccccc1)Nc1ccc2[nH]ncc2c1	6	-20	-27	-10	-23	11	-1	3	14	6	-3
CCOC(=O)C1(C)CCN1C(=O)c1ccccc1C(F)(F)F (stereo not drawn)	.	14	-1	-9	38	1	-10	.	-4	-10	-4
Cc1ccc(NC(=S)NN2CCOCC2)c(C)c1	3	20	9	-22	3	-9	-3	-4	0	21	-2
Cc1nc(SCC(=O)NC2CCCC2)[nH]c(=O)c1C	-2	10	12	4	-8	23	-3	7	8	5	-1
CN(C(=O)COC(=O)c1cccc(Cl)c1)C1CCS(=O)(=O)C1 (stereo not drawn)	3	17	10	-7	1	22	-1	-7	-20	-4	3
Cc1nn(-c2ccccc2)c(OC(=O)c2cccs2)c1S(=O)(=O)c1ccccc1	3	3	5	2	-8	18	9	-2	-5	9	6
Cc1oc2c(CN3CCOCC3)c(O)ccc2c(=O)c1-c1ccc(Br)cc1	3	15	3	5	-12	-3	-2	1	7	12	-3
O=C(N/N=C/c1c(Cl)[nH]c2ccccc12)c1ccc2c(c1)OCCO2	-1	-140	-228	-53	-48	10	66*	.	19	-24	-24
COc1ccc2c(c1)N(C[C@H](C)CN(C)C)c1ccccc1S2	.	-12	1	-11	-34	24	-23	-2	14	-20	-1
CC(C)(C)c1csc(SCC(=O)Nc2ccc(Cl)cn2)n1	1	29	14	23	-22	-28	22	i	-1	5	21
CCOC(=O)CN1C(=O)N[C@@H](c2ccccc2)C(C(C)=O)=C1C	0	4	6	1	-5	1	14	3	14	2	-31
O=C(Cn1[nH]c(=O)c2ccccc2c1=O)OCC(=O)c1ccccc1Cl	-1	1	-8	17	-21	-6	11	-6	2	-28	-13
CCCc1cn(S(=O)(=O)c2ccc(OC)cc2OC)nc1N	2	-23	-12	11	-22	13	-11	-19	20	21	13
COc1cc2c(cc1OC)CC(=O)N(C)CC2	0	10	7	11	27	5	13	-5	-13	-4	2
Cc1ccccc1NC(=O)Cc1nc(-c2c[nH]c(C(=O)N3CCCC3)c2)cs1	2	15	16	7	13	11	0	55	0	7	5
O=C(CN1C(=O)NC2NC(=O)NC21)N/N=C/c1ccc(F)cc1 (stereo not drawn)	1	5	9	-2	7	-13	-9	-6	22	-7	-7

Single records, as listed above. Order of values: NR2E3 ag-1, Peg3 promoter, HIF-2a block, Shn3 inh set2, NR2E3 ag-2, TWEAK-Fn14 inh, TRAIL sens C8, MITF TRPM1 inh, CF NFkB block, TROY signal inh, KKLEB tox
Cc1ccc(NC(=S)NN2CCOCC2)c(C)c1 is listed as 3, 20, 9, -22, 3, -9, -3, -4, 0, 21, -2
Cc1nc(SCC(=O)NC2CCCC2)[nH]c(=O)c1C is listed as -2, 10, 12, 4, -8, 23, -3, 7, 8, 5, -1
CCOC(=O)C1(C)CCN1C(=O)c1ccccc1C(F)(F)F (stereo not drawn) is listed as ., 14, -1, -9, 38, 1, -10, ., -4, -10, -4

(next part)
smiles	NR2E3 ag-1	Peg3 promoter	HIF-2a block	Shn3 inh set2	NR2E3 ag-2	TWEAK-Fn14 inh	TRAIL sens C8	MITF TRPM1 inh	CF NFkB block	TROY signal inh	KKLEB tox
COc1ccccc1CC(=O)Nc1ccc2nc(C)sc2c1	-4	-51	-94	-24	-1	3	5	-12	7	-1	-1
CCc1c(C(=O)NC(C)C2CCCO2)csc1C (stereo not drawn)	4	14	4	-5	-16	9	-20	1	12	-2	-2
COc1ccc(CNC(=O)CN(Cc2ccccc2)C(=O)c2csnn2)cc1	2	-15	13	1	1	-8	-1	0	-4	-2	9
COCCNC(=O)CN(Cc1ccco1)C(=O)CCC(=O)Nc1nccs1	0	-3	3	-12	-52	2	-2	-6	8	-18	6
COc1ccc(-c2nnn(CC(=O)N(Cc3ccco3)C(C(=O)NCC3CCCO3)c3ccco3)n2)cc1 (stereo not drawn)	1	22	13	-16	-13	6	-4	6	-3	-14	8
CN(C(=S)NC(=O)c1ccccc1Br)C1CCCCC1	2	10	-15	-9	-6	1	3	-2	-23	-6	-6
COCCNC(=O)CN1CCN(C(c2ccccc2)c2ccccc2)CC1	1	6	-9	5	-18	17	5	-6	2	-12	-9
COCC(C)NC(=O)CSc1ncnc2sc(-c3ccccc3)cc12 (stereo not drawn)	-1	-32	-50	-1	0	-19	-12	-1	8	-20	1
COc1cccc(NC(=O)c2cc(-c3ccncc3)nc3c(C)cc(C)cc23)c1	2	1	-10	20	-65	-23	38	2	3	0	5
CCOc1ccc(CNc2ccc(N3CCN(Cc4ccccc4)CC3)cc2)cc1	-4	30	15	20	7	24	-3	4	6	12	-4
CCN(CC)CCCNC(=O)Cn1cnc2sc(C)c(S(=O)(=O)N3CCC(C)CC3)c2c1=O	-1	-2	5	-13	11	4	4	1	0	14	4
O=C(NCc1ccc2c(c1)OCO2)c1ccc2c(=O)n(C3CCCC3)c(=O)[nH]c2c1	-3	18	-3	33	16	10	8	5	0	5	1
O=C(NCc1ccco1)c1ccc2sc([C@@H]3O[C@H](CO)[C@@H](O)[C@H]3O)nc2c1	.	-23	-4	10	6	17	0	.	4	16	7
Fc1cccc(/C=N/n2c(C3CCCCC3)n[nH]c2=S)c1	1	28	7	24	-21	-18	2	10	14	8	-25
Cn1cnc([N+](=O)[O-])c1Sc1ccc(C(C)(C)C)cc1	1	18	-17	-7	-16	5	10	10	7	7	-6
COC(=O)c1cc(OC(=O)c2ccc(=O)[nH]c2)cc(C(=O)OC)c1	0	-3	16	-20	-17	1	-1	5	-16	15	8
CC(=O)C1=C(C)N(Cc2ccccc2)C(=O)N[C@H]1c1cccs1	-4	37	1	18	9	37	-19	8	-20	-9	-8
N/C(=N\OC(=O)c1ccccc1Cl)c1ccccc1	4	-193	-249	5	-153	43	66*	3	8	13	-7
COCCCn1c(=O)/c(=C\c2cccc(OC)c2OC)s/c1=C(/C#N)C(=O)Nc1ccc(C(=O)O)cc1	4	-2	-28	-3	-11	-26	-7	9	-18	-8	3
O=C(C1CC(=O)N(c2ccc3c(c2)OCCO3)C1)N1CCN(Cc2ccccc2)CC1 (stereo not drawn)	1	-12	-5	6	-22	-3	3	-5	9	-7	-7
CCN(CC)CCOC(=O)c1ccc(N/C=C(/C#N)c2nc(-c3ccc(OC)cc3)cs2)cc1	-2	-2	11	-11	3	-19	7	4	23	-6	-19
O=C(NC1CCOc2ccccc21)c1ccc(=O)[nH]c1 (stereo not drawn)	-2	7	5	-4	-4	14	2	4	1	17	7
Cn1nc([N+](=O)[O-])nc1Oc1ccccc1C(=O)N1CCOCC1	0	9	19	1	-38	-7	-25	3	-17	-5	13
CCOc1ccc(CCNC(=O)CCc2nnc3ccc(N4CCOCC4)nn23)cc1OCC	0	-5	1	3	-22	-7	-8	0	7	1	1
Cc1ccc(S(=O)(=O)Nc2cc(C)c(O)c(S(=O)(=O)c3ccc(C)cc3)c2)cc1	1	11	20	-17	-8	10	2	6	18	2	17
O=C(CC1C(=O)NCCN1C(=O)Nc1ccc(F)cc1F)Nc1ccc(F)cc1 (stereo not drawn)	0	3	16	-4	16	14	8	5	17	7	-2
C=CCN(C(=O)c1csnn1)C(C(=O)NC1CCCC1)c1cccs1 (stereo not drawn)	3	6	1	10	0	34	4	-1	10	14	-8
CC1OC(CCc2cccc(Cl)c2)Cc2[nH]c(=S)[nH]c(=O)c21 (stereo not drawn)	.	.	8	.	-1	11	5	.	.	15	.
COc1ccc(/C=C/C(=O)N2CCNC(=O)C2)c(OC)c1	-1	-82	-60	-8	-6	3	3	-24	-8	-5	5
Cc1ccc(N=C2C(=O)Nc3c(C)cccc32)cc1	-4	19	-21	0	-24	-1	-2	10	-6	-1	6
O=C(CSc1ccccn1)Nc1ccc2[nH]c(=O)[nH]c2c1	0	6	14	8	-13	0	-6	-7	-1	3	2
Cc1ccc(S(=O)(=O)NC(C)C(=O)Nc2ccc3c(c2)OCO3)cc1 (stereo not drawn)	1	8	6	20	-44	0	20	6	-7	14	5
COc1cc(NC(=O)C2=C(N3CCOCC3)/C(=C\c3ccc(Cl)cc3Cl)CC2)cc(OC)c1OC	-3	24	19	22	3	52*	16	6	50	34	-65*
CC(=O)NCc1cc(-c2ccc(Cl)cc2)no1	-1	0	-15	-12	-9	-3	6	-2	7	-2	1
Cc1c(Cl)cccc1N1C(=O)CC(NNC(=O)c2cccs2)C1=O (stereo not drawn)	1	2	13	2	-5	-52	-13	6	6	-22	1
CCOC(=O)c1c(S(=O)(=O)N2CCN(c3ccc(F)cc3)CC2)c(C)n(C)c1C	1	2	8	-2	10	0	-34	-10	-21	8	5
O=C(OCc1cn([C@@H]2CN(C(=O)c3cccs3)[C@@H](c3ccc(Cl)cc3)C[C@H]2O)nn1)c1ccccc1	.	0	13	-2	-27	4	23	.	-23	-4	5
CCCCCC(=O)Nc1cccc(S(=O)(=O)NC2=NCCCCC2)c1	-1	2	20	-6	-53	2	3	17	0	10	-6
COc1ccc2c(C)c(CCC(=O)NC3CC3)c(=O)oc2c1	4	-15	-45	-12	-41	-3	-6	-8	-14	-15	6
CSc1cccc(Nc2ccc(S(=O)(=O)N3CCOCC3)cc2[N+](=O)[O-])c1	0	27	12	14	26	0	7	-1	-22	7	5
CCC(C)CCN1C(Nc2ccccc2)=NC[C@@H]1CC(C)C (stereo partly drawn)	4	-11	13	10	7	-3	14	-18	-2	-12	2
Cn1c2c(c(=O)n(C)c1=O)NC1(N2)C(=O)Nc2ccccc21 (stereo not drawn)	-3	6	-5	-38	-6	-9	-13	-1	-38	-11	9
O=C1COc2ccc(S(=O)(=O)NCCc3ccc(Cl)cc3)cc2N1	2	19	17	-8	-18	6	15	5	-8	9	2
O=c1[nH]cc(COCC(F)CCl)c(=O)[nH]1 (stereo not drawn)	-3	5	18	-6	-17	-2	11	-3	2	5	-1
CCC(=O)Nc1c(-c2ccc(C)cc2)c(=O)c2ccccc2n1C	.	-7	15	0	9	-12	-2	-17	-11	-12	4
